# Bioassay records from PubChem.
# TbREL1 inh – TbREL1 inhibition, primary screen | P86926 | TbREL1 RNA ligation, FRET fluorescence | inhibition, % at 9.66 µM | 89,000 compounds, 0.49% hits | AID 1117264;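 active means inhibition above the mean inhibition across all screened compounds plus 3 SD, cut at about 11% in these data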;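 further: 0% = plate median of test wells and 100% = NSC42067 control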
# Target sequence (P86926 whole entry, looked up): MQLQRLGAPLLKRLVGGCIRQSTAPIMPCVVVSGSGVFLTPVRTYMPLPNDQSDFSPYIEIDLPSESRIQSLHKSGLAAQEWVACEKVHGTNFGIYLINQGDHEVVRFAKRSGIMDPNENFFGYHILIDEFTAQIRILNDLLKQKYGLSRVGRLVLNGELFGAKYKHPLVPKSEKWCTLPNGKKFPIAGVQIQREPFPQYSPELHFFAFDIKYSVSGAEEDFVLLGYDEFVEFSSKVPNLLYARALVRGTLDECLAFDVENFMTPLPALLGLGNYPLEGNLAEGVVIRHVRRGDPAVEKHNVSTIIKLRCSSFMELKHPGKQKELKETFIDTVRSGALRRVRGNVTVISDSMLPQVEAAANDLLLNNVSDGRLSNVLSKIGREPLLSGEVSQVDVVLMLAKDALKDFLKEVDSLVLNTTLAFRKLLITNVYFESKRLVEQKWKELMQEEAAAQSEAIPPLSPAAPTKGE
# * hit, by the source's call.
TbREL1 inh | canonical_smiles
0 | CC(C)(C)n1nc2c(c1NC(=O)c1ccc(Br)o1)CS(=O)C2 (stereo not drawn)
0 | COc1ccc2[nH]c(=O)c(COC(=O)c3ccco3)cc2c1
0 | CCOc1cc(CN2CCOCC2)cc(C(C)=O)c1
2 | O=C1[C@@H](Oc2ccccc2)[C@@H](c2cnc3ccccc3c2)N1c1ccccc1
2 | Cc1[nH]nc(-c2ccc(O)c(C)c2O)c1Oc1ccccc1
-3 | CC1(C)CC(=O)c2cc(OCC(=O)NCCCN3CCN(c4ccccc4F)CC3)ccc2O1
2 | Cc1cc(OCCSc2nnc(-c3cccs3)n2C)ccc1Cl
-1 | Cc1cc2c(cc1C)-c1nnnn1C(C)(C)C2
-2 | COC(=O)CNC(=O)CCCCC(=O)NCC(=O)OC
3 | CN(Cc1ccccc1)c1nc2c(c(=O)[nH]c(=O)n2C)n1Cc1ccccc1
9 | O=C1NCCSC1c1ccccc1 (stereo not drawn)
-4 | Cc1ccc(O)c(NC(=O)c2cccc(S(=O)(=O)N3CCCCC3)c2)c1
1 | CC(=O)N1N=C(c2ccc(C)cc2)OC1c1ccc(C(C)C)cc1 (stereo not drawn)
-2 | CCOC(=O)c1c(NC(=O)COC(=O)c2ccc(Cl)nc2)sc(C(=O)N(C)C)c1C
-2 | CCCCOP(=O)(c1ccc(N(C)C)cc1)C(O)c1cccnc1 (stereo not drawn)
0 | Cc1cccc(C)c1N1CCN(c2nc(N(C)C)oc(=O)c2C#N)CC1
6 | Cc1ccc(S(=O)(=O)n2nc(C)c(S(=O)(=O)N3CCOCC3)c2C)cc1
-1 | COc1ccc(C2C(C#N)=C(N)Oc3n[nH]c(C)c32)cc1CSc1ccccn1 (stereo not drawn)
2 | Cc1cc(N2CCCC2)nc2ccccc12
-5 | O=C(NCC1COc2ccccc2O1)c1cc(S(=O)(=O)N2CCOCC2)c(Cl)cc1Cl (stereo not drawn)
-3 | O=c1[nH]c2ccc(S(=O)(=O)N3CCCC3)cc2[nH]1
0 | CCCCNC(=O)CCn1c(=S)[nH]c2cc3c(cc2c1=O)OCO3
6 | CSc1nc(Oc2ccc(=O)[nH]n2)nc(N(C)C)n1
-3 | CN=C1SC(CC(=O)Nc2c(C)cccc2C)C(=O)N1/N=C/c1cccs1 (stereo not drawn)
-3 | Cc1noc2ncc(C(=O)c3cc(F)ccc3O)cc12

# Some of the entries above in another layout:
CCOC(=O)c1c(NC(=O)COC(=O)c2ccc(Cl)nc2)sc(C(=O)N(C)C)c1C
  TbREL1 inh: -2

CCCCOP(=O)(c1ccc(N(C)C)cc1)C(O)c1cccnc1 (stereo not drawn)
  TbREL1 inh: -2

Cc1cccc(C)c1N1CCN(c2nc(N(C)C)oc(=O)c2C#N)CC1
  TbREL1 inh: 0

Cc1ccc(S(=O)(=O)n2nc(C)c(S(=O)(=O)N3CCOCC3)c2C)cc1
  TbREL1 inh: 6

# Going on with the list:
TbREL1 inh | canonical_smiles
1 | CCC(=O)N1CCN(c2ccc(NC(=O)c3ccc(C#N)cc3F)cc2Cl)CC1
-1 | CC1=C(C(=O)O)N2C(=O)C(NC(=O)c3ccc(F)cc3)C2SC1 (stereo not drawn)
2 | N/C(=N\OC(=O)c1cccc2ccccc12)c1ccncc1
0 | CC(=O)Nc1cccc(/C(C)=N/NS(=O)(=O)c2ccccc2)c1
-1 | OCCCCCNc1ncnc2ccccc12
1 | COC(=O)c1sccc1NC(=O)c1c(-c2ccccc2)noc1C
-1 | COc1ccc(S(=O)(=O)Cc2ccc(C(=O)NCc3ccco3)o2)cc1
0 | CN(C)S(=O)(=O)c1ccc2oc(SCC(=O)c3c(N)n(C4CC4)c(=O)[nH]c3=O)nc2c1
2 | Cc1cccc(OCC(=O)NNC(=O)CCCCC(=O)NNC(=O)COc2cccc(C)c2)c1
0 | Cc1ccc(-n2ncc3c2CCCC3NC(=O)CCc2cnccn2)cc1C (stereo not drawn)
-2 | O=C1c2ccccc2C(=O)N1CCCOc1ccccc1
1 | Cc1nc(N2CCN(C(=O)c3cnccn3)CC2)c2c3c(sc2n1)CC(C(C)(C)C)CC3 (stereo not drawn)
0 | c1coc(-c2nnc3sc(-c4cccs4)nn23)c1
3 | O=C(NCc1cccc(C(F)(F)F)c1)c1c[nH]c(=O)s1
0 | CCOCCCN(C(=O)c1ccco1)C(C(=O)NC1CCCC1)c1ccc(OC)cc1 (stereo not drawn)
-1 | O=C(NCc1ccccc1F)C1CCCN1C(=O)NCc1ccccc1 (stereo not drawn)
-3 | CCCSCCCNC(=O)Cn1nc(CC)n2c(cc3c(OC)cccc32)c1=O
0 | O=C1NC(=S)SC1=C1CCCCCC1
6 | CC(C)CN(C(=O)COC(=O)CCc1nc2ccccc2s1)c1c(N)n(Cc2ccccc2)c(=O)[nH]c1=O
0 | NC(=O)CC[C@H](NC(=O)c1ccc(F)cc1)C(=O)OCC(=O)Nc1c(F)c(F)c(F)c(F)c1F
0 | O=c1c2ccccc2nc2sc(Nc3cccc(Cl)c3)nn12
2 | COc1ccc(/C=N/Nc2ccc([N+](=O)[O-])cc2)cc1Cn1cc([N+](=O)[O-])cn1
1 | Clc1ccccc1-c1nc(-c2cccnc2)no1
2 | Nc1ncnc2c1C(c1ccccc1)c1c(ccc3ccccc13)O2 (stereo not drawn)
0 | CC1(C(=O)NCc2cccnc2)CCC(=O)N1CCc1ccccc1 (stereo not drawn)

# Next results follow.
TbREL1 inh | canonical_smiles
-4 | C[C@H]1[C@@H](OC(=O)N2CCCC2)CC[C@@]23CCCN2C(=O)CCC[C@@H]13
-4 | CC(=O)Nc1ccc(CN(C)c2c(C)nc3ccc(C(=O)NCCCN4CCCC4=O)cn23)cc1
1 | Cc1csc(N2CCN(c3cc4c(cc3Cl)nc(-c3ccncc3)n4CCCN3CCCC3)CC2)n1
6 | Fc1cnc(N2CCOCC2)nc1N1CCOCC1
-3 | COc1cc(-c2csc(NC3CCCCC3)n2)cc(OC)c1OC
-4 | CC1=NNC(=O)c2ccccc2O1
-2 | COCCCn1c(SCC(=O)NC2CCCCC2)nc2ccccc2c1=O
3 | CC1CCN(Cc2ccc(NC(=O)CC3Oc4ccccc4NC3=O)cc2)CC1 (stereo not drawn)
2 | CN(C)c1nc(N)nc(CSc2nnnn2-c2ccccc2)n1
0 | COc1ccc(CCN2C(=O)N(c3ccc(OC)cc3)C(=O)C2CC(=O)Nc2ccc(OC)cc2)cc1 (stereo not drawn)
-4 | CC(=O)c1c(C)[nH]c(C(=O)CN2C(=O)NC(C)(c3ccc4c(c3)OCCO4)C2=O)c1C (stereo not drawn)
0 | Cc1ccc(S(=O)(=O)N2CCCC2C(=O)NCc2ccc3c(c2)OCO3)cc1 (stereo not drawn)
5 | Cc1cccc(NC(=O)Cn2cc(C(=O)C3CC3)c3ccccc32)c1C
1 | O=C(CN1CCC(C(=O)c2ccc3c(c2)OCCO3)CC1)Nc1ccccc1C(F)(F)F
-2 | CC(C)(C)c1ccc(S(=O)(=O)N2CCC(C(=O)NCCC3=CCCCC3)CC2)cc1
-4 | CCCCOCCCNC(=O)C[C@H]1C[C@@]2(C(=O)OC)C(=C[C@H](C(C)C)O[C@@H]2C2CC2)N(CCc2ccc(OC)c(OC)c2)C1=O
-4 | CCOc1ccc(NC(=O)CSc2nc(NS(=O)(=O)c3ccc(C)cc3)cc(=O)[nH]2)cc1
9 | COC(=O)c1ccc2nc(-c3ccco3)c(Cc3ccccc3C(F)(F)F)n2c1
3 | O=C(Nc1ccc(CN2CCOCC2)cc1)c1cc2ccccc2o1
-5 | O=C(Nc1ccc(Nc2ccccc2)cc1)c1ccc(Cl)cc1
2 | O=C(Nc1ccccc1)c1cccc(S(=O)(=O)N2CCCCC2)c1
0 | COc1cc(C(=S)N2CCOCC2)cc(OC)c1OC(=O)c1cc([N+](=O)[O-])c(C)c([N+](=O)[O-])c1
7 | COc1ccccc1-c1nnc(SCC#CCOC(=O)c2ccc(F)cc2)o1
-1 | CCN(CC(=O)Nc1cc(C)c(Cl)cc1OC)CC(=O)NC1CCS(=O)(=O)C1 (stereo not drawn)
0 | CCC(C)(C)C(=O)Nc1ncc(S(=O)(=O)c2ccc([N+](=O)[O-])cc2)s1

# Later entries.
TbREL1 inh | canonical_smiles
-4 | COc1cc(C=NNC(=O)Cn2nc(C)cc2C)ccc1OC(=O)C1CC1
-2 | CCCCCc1c(O)nc(SCCN(C)C)[nH]c1=O
-1 | O=C(CSc1nnc(-c2ccccn2)n1-c1ccc(Cl)cc1)Nc1ccc2c(c1)OCCO2
3 | CCOC(=O)/C=C/COc1ccccc1[N+](=O)[O-]
0 | O=C(NCC1CCCO1)c1onc(CSc2ccc(F)c(F)c2)c1C(=O)O (stereo not drawn)
1 | Cc1ccsc1C(=O)NCc1ccc(F)cc1
-4 | COc1ccc(OC)c(S(=O)(=O)N2CCC(C(=O)Nc3cc(C)ccc3C)CC2)c1
3 | C/C(=N\NC(=S)NCC(C)(C)C)c1cc(F)cc(F)c1O
-2 | CC(C)(C)NC(=O)COC(=O)c1ccccc1Nc1ccc(SC(F)F)cc1
4 | COC(=O)c1ccc(OC)c(CSc2nnc(-c3ccc(C(C)(C)C)cc3)o2)c1
2 | O=c1c2cc(C(F)(F)F)ccc2sn1-c1ccccc1
-1 | CN(Cc1ccccc1)C(=O)COc1ccc(N(C)S(=O)(=O)c2ccc(F)cc2)cc1
-4 | COc1ccc(CCNC(=O)c2cccc(NC(=O)CC3SC(N4CCCCC4)=NC3=O)c2)cc1OC (stereo not drawn)
-4 | O=C(C1CCN(c2ncnc3c2sc2cccc(F)c23)CC1)N1CCN(C(=O)C2CCCO2)CC1 (stereo not drawn)
4 | Cc1cc([N+](=O)[O-])cc([N+](=O)[O-])c1NCC(C)C
-2 | C/C(CCC(C)C)=N\NC(=S)NCc1ccccc1
-3 | COc1ccccc1CNC(=O)C1CC(=O)N(c2ccc(C)c(C)c2)C1 (stereo not drawn)
-2 | Cn1ncc(C(=O)N=S(C)(=O)c2ccccc2)c1[N+](=O)[O-] (stereo not drawn)
-2 | COc1ccc2c3n([n+]([O-])c2c1)CCN=C3c1cc(Cl)c(N)c(Cl)c1
-5 | Cc1ccc(C(=O)c2oc3nc(C)cc(C)c3c2N)cc1
-1 | Cc1ccc(CNC(=O)c2ccc(NS(=O)(=O)c3c(C)noc3C)cc2)cc1
-4 | O=C(N1CCc2ccccc2C1)n1cc(C(O)(c2ccccc2)c2ccccc2)nn1
-3 | Cc1ccc(N=CC2=C(O)CC(c3ccco3)CC2=O)cc1 (stereo not drawn)
1 | CCOC(=O)c1cnc(SCC#N)nc1N
4 | CC(=O)NC(=O)c1nnn(Cc2ccccc2)c1NC(C)=O

# Seven entries out of the list, arranged by molar mass, ascending:
TbREL1 inh | canonical_smiles
-2 | CCCCOP(=O)(c1ccc(N(C)C)cc1)C(O)c1cccnc1 (stereo not drawn)
-1 | COc1ccc(S(=O)(=O)Cc2ccc(C(=O)NCc3ccco3)o2)cc1
-3 | CN=C1SC(CC(=O)Nc2c(C)cccc2C)C(=O)N1/N=C/c1cccs1 (stereo not drawn)
0 | CCOCCCN(C(=O)c1ccco1)C(C(=O)NC1CCCC1)c1ccc(OC)cc1 (stereo not drawn)
-4 | COc1ccc(OC)c(S(=O)(=O)N2CCC(C(=O)Nc3cc(C)ccc3C)CC2)c1
0 | COc1cc(C(=S)N2CCOCC2)cc(OC)c1OC(=O)c1cc([N+](=O)[O-])c(C)c([N+](=O)[O-])c1
-4 | COc1ccc(CCNC(=O)c2cccc(NC(=O)CC3SC(N4CCCCC4)=NC3=O)c2)cc1OC (stereo not drawn)

# Other structures follow:
TbREL1 inh | canonical_smiles
-2 | COc1ccc(OC)c(NC(=O)C2CCCN(S(=O)(=O)c3c(C)nn(C)c3C)C2)c1 (stereo not drawn)
-1 | COc1ccc(NC2=NC(=S)N(c3cccc(C)c3)C23CCCCC3)cc1
5 | O=C(Cn1ncc2c3ccccc3n(Cc3ccc(Cl)cc3)c2c1=O)NCCCN1CCCC1=O
5 | Cn1c(C(=O)NCCCN2CCCCCC2)cc2c(=O)n(C)c3ccccc3c21
0 | CCOc1cc(C2c3c(n[nH]c3C)C(=O)N2c2ccc(Br)cc2)ccc1O (stereo not drawn)
1 | Cn1ncc(C#N)c1/N=C/N1CCCCC1
1 | COc1ccc(Cn2cc(CN3CCc4onc(-c5ccccc5OC)c4C3=O)nn2)cc1
9 | C(=N\n1cnc2ccccc21)/c1cccnc1
2 | Cc1ccc2c(c1)nnn2C1CCN(S(=O)(=O)c2ccc(C(=O)N3C(C)CCCC3C)cc2)CC1 (stereo not drawn)
0 | COc1ccc(S(=O)(=O)N2CCN(CC(=O)Nc3ccc(C)c(F)c3)CC2)cc1
3 | NC(=O)CC(NC(=O)Cc1ccc(Br)cc1)c1ccc(NC2CCCCCC2)c([N+](=O)[O-])c1 (stereo not drawn)
-1 | CCc1ccc(-c2nc3ccc(Br)cc3c(C(=O)O)c2C)s1
3 | O=c1cc(-c2ccccc2)[nH]c2ccc(F)cc12
1 | C=Cc1ccc(C(=O)Nc2nnc(-c3cccnc3)s2)cc1
1 | Cn1c(NC(=O)c2ccc(Cl)cc2)c(-c2ccccn2)c(=O)c2ccccc21
2 | CCC[N+](CC#Cc1ccccc1)(CCC)CC(=O)OC
0 | COc1ccc(-c2nc3cc(C)c(Br)c(C)n3c2CC(C)(C)C)cc1OC
-1 | COc1cccc(C(c2nnnn2Cc2ccco2)N2CCN(c3cccc(C)c3C)CC2)c1OC (stereo not drawn)
6 | Clc1ccc(CN2CCc3c([nH]c4ccccc34)C2)cc1Cl
-1 | COc1ccc(CC(=O)Nc2cccc(/C(C)=N/NC(=O)c3cccc([N+](=O)[O-])c3)c2)cc1
1 | CC(C)(C)NC(=O)NC(=O)COC(=O)Cc1c(Cl)cccc1Cl
0 | Cc1ccc(CN(C)C(=O)COC(=O)CSc2ccc(C(N)=O)cc2[N+](=O)[O-])cc1
-2 | CC(=O)N1CCN(C(=S)NC(=O)c2ccc(F)cc2)CC1
9 | Nc1ncnc2nc(SCCN3CCCCC3)[nH]c12
2 | COCC#Cc1cnc2c(c1)C(=O)N([C@H](C)CO)C[C@H](C)[C@@H](CN(C)S(=O)(=O)c1ccccc1)O2
0 | CC1=C(C(=O)N(C)CCC#N)C2(CCCCC2)OC1=O
2 | Cc1cccc(OCc2nnc(-c3ccc(F)cc3)o2)c1
3 | CCOc1ccc(NC(=O)c2ccc3c(c2)N(Cc2ccc(F)cc2)C(=O)CS3=O)cc1 (stereo not drawn)

# Some of the compounds tested; count on the stated rates, not on these rows.
